Compound activity (PubChem BioAssay)
RORg inh: qHTS for inhibitors of ROR gamma transcriptional activity; Potency, µM (highest dose often 53.6 µM), for the others: top-dose activity change, negative = inhibition, most hits filed as inhibitors; Nuclear receptor ROR-gamma (Mus musculus), P51450; 5.4% of 310,000 active; Drosophila S2 Gal4-RORgamma UAS-luciferase reporter, 20 h; AID 2551, 2010; further: potency means the concentration at half of the fitted maximal effect; on the % scale 0 is the no-effect control and ±100 the full control effect; nearly all actives have a fitted effect of over 60% in size
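Stable Schneider cell line, Gal4 DNA-binding domain fused to ROR gamma, UAS-luciferase. Cmpd 1 hr RT → CuSO4 700 uM final → 20 hr RT → luciferase reagent 10 min → luminescence.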
ELG1 DNA repair: qHTS screen for small molecules that inhibit ELG1-dependent DNA repair in human embryonic kidney (HEK293T) cells expressing luciferase-tagged ELG1. Potency, µM (highest dose often 46.1 µM), for the others: at the top dose activity change, negative = inhibition, usual class: inhibitors. 2.3% of 330,000 active. HEK293T ELG1-luciferase reporter, luminescence, 16 h; DNA damage induced by 5-fluorouridine; further: potency means the concentration at half of the fitted maximal effect; on the % scale 0 is the no-effect control and ±100 the full control effect; nearly all actives have a fitted effect of over 55% in size
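5-Fluorouridine DNA damage + compound/DMSO, 2,000 cells/well, 16 h, 37 °C/5% CO2. ONE-Glo, 30 min RT, luminescence. Readout = decrease in reporter signal.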
PKM2 act: qHTS Assay for Activators of Human Muscle isoform 2 Pyruvate Kinase; Pyruvate kinase PKM (Homo sapiens), P14618; purified PKM2, Kinase-Glo ATP luminescence, activation; response scale: 0% is enzyme alone, no compound; Potency, µM (doses to about 57.5 µM), without a hit: at the top dose activation, hits mostly activators; 0.34% of 260,000 active; further: potency means the concentration at half of the fitted maximal effect; on the % scale 0 is the no-effect control and ±100 the full control effect; nearly all actives have a fitted effect of over 55% in size
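ATP formation by purified human PK-M2, quantified via coupled luciferase luminescence after 1 h at room temperature with 0.1 mM ADP and 0.5 mM PEP final.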
KCNH2 3.1 block: qHTS for Inhibitors of KCHN2 3.1: Mutant qHTS; Potassium voltage-gated channel subfamily H member 2, brain isoform KCNH2 3.1 (human); U2OS KCNH2 3.1, thallium flux FluxOr; hits give low values; activity change, % (tested at about 1.8 µM); 0.95% of 340,000 active;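 active means maximum activity change below -70%; inconclusive means maximum activity change from -70% to -50%; inactive means maximum activity change above -50%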;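 further: thallium influx rate constant from kinetic fluorescence after stimulation buffer; on the % scale 0 is the no-effect control and ±100 the full control effect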
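Channel expression came from 3.1 mutant virus (1.77 x 10^8 /mL) applied to suspended U2OS cells for 4 h. Flux was tracked with FluxOr dye plus Red40 quencher, and kinetic rate constants normalized to controls.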
Rab9 prom act: qHTS Assay for Rab9 Promoter Activators | Potency, µM (titrated, usually from 9.22 µM), inactives show at the top dose activation, negative = inhibition, most hits filed as activators | Huh7 Rab9 promoter-luciferase reporter, luminescence, 24 h | 2.8% of 320,000 active; further: potency means the concentration at half of the fitted maximal effect; % of control where 0% means no effect; nearly all actives have a fitted effect of over 60% in size
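Luciferase signal after 10 min detection reagent at ambient indicates Rab9 promoter upregulation; stably transfected Huh7 cells were treated 24 h with compound in DMSO at 37 °C, 5% CO2.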
Mito fusion act: qHTS Assay for Small Molecule Inhibitors of Mitochondrial Division or Activators of Mitochondrial Fusion | 0.23% of 320,000 active | Potency, µM (titrated, usually from 46.1 µM), inactives show top-dose growth rescue (activation), most hits filed as activators | S. cerevisiae fusion-defective mutant growth rescue, CellTiterGlo 48 h | AID 485298, 2010;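 further: potency means the concentration at half of the fitted maximal effect; % of control where 0% means no effect; nearly all actives have a fitted effect of over 45% in size; temperature-sensitive fusion mutants such as fzo1-1 at 37 °C on non-fermentable ethanol glycerol medium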
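Luminescent cell viability in 1536-well qHTS format served as the measure of rescued growth in ts fusion-mutant S. cerevisiae cultured on non-fermentable YPEG for 48 hours at 37C.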
Gal4-VP16 FLuc: VP16 counterscreen qHTS for inhibitors of ROR gamma transcriptional activity | Potency, µM (doses to about 53.6 µM), without a hit: at the top dose activity, negative = inhibition, usual class: inhibitors | 3.5% of 310,000 active | Drosophila S2 Gal4-VP16 UAS-luciferase, luminescence, 20 h;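 further: Gal4-VP16 expression switched on by copper sulfate through the metallothionein promoter; potency means the concentration at half of the fitted maximal effect; on the % scale 0 is the no-effect control and ±100 the full control effect; nearly all actives have a fitted effect of over 50% in size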
Menin MLL FP TR: qHTS Assay for Inhibitors Targeting the Menin-MLL Interaction in MLL Related Leukemias: Competition With Texas Red Labeled MLL-derived Mutant Peptide. O00255. Menin + Texas Red MLL mutant peptide, fluorescence polarization. Potency, µM (top dose mostly 61.6 µM), for inactives: at the top dose FP activity change, negative = inhibition, hits mostly inhibitors. 0.23% of 270,000 active. AID 1768, 2009; active means well fitted inhibition curve with a large enough effect in the polarisation, with a control signal flat, not every such curve was filed as active; inconclusive means small, poorly fitted or top-dose-only effect, or effect the other way, or a change in a side signal; inactive means no such curve, though single readings can be large or run the other way; the % refers to the polarisation; further: potency means the concentration at half of the fitted maximal effect; % of control where 0% means no effect; many of its hits are not listed in these tables
MBNL1-CUG inh: qHTS Assay for Inhibitors of MBNL1-poly(CUG) RNA binding; Muscleblind-like protein 1 (Homo sapiens), Q9NR56; TR-FRET MBNL1-His/biotin-(CUG)12 binding, 665/545 ratio; Potency, µM (doses to about 57.5 µM), for inactives: at the highest dose activity change, negative = inhibition, most hits filed as inhibitors; 0.036% of 280,000 active; AID 2675, 2010; active means well fitted inhibition curve with a large enough effect in the signal ratio, with a control signal flat, not every such curve was filed as active; inconclusive means small, poorly fitted or top-dose-only effect, or effect the other way, or a change in a side signal; inactive means no such curve, though single readings can be large or run the other way; the % refers to the signal ratio; further: potency means the concentration at half of the fitted maximal effect; on the % scale 0 is the no-effect control and ±100 the full control effect
Target sequence (Q9NR56 whole entry, looked up): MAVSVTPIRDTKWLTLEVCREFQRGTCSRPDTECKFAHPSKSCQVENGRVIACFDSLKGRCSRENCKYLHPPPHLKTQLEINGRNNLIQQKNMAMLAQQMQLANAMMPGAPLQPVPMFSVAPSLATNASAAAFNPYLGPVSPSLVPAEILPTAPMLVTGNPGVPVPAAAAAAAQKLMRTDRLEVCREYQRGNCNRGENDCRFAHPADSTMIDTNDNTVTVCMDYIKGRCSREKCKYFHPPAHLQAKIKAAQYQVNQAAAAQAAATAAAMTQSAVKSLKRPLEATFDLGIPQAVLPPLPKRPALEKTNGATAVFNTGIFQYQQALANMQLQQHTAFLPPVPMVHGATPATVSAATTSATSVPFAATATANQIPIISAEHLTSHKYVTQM
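Ratiometric TR-FRET (665 over 545 nm, excitation 340 nm) tracks disruption of MBNL1-His/biotin-(CUG)12 complex after 60 min at room temperature, with compounds at 92 nM to 58 uM final.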
NPC1 prom act: qHTS Assay for NPC1 Promoter Activators; Huh7 NPC1 promoter luciferase reporter, 24 h; Potency, µM (doses to about 9.22 µM), without a hit: at the highest dose activation, most hits filed as activators; 2.4% of 320,000 active; AID 485313, 2010;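 further: potency means the concentration at half of the fitted maximal effect; % of control where 0% means no effect; nearly all actives have a fitted effect of over 60% in size; reporter is driven by a mutant NPC1 promoter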
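Huh7 reporter cells (NPC1 promoter driving luciferase) are dosed with compound for 24 h at 37 °C, 5% CO2; luciferase detection reagent is then added and luminescence measured after 10 min at ambient temperature.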
FLuc modulator: qHTS profiling assay for firefly luciferase inhibitor/activator using purifed enzyme and Km concentrations of substrates (counterscreen for miR-21 project); Luciferin 4-monooxygenase (Photinus pyralis), P08659; purified FLuc, Km substrates, luminescence inhibition; Potency, µM (titrated, usually from 57.5 µM), without a hit: top-dose activity change, negative = inhibition, most hits filed as inhibitors; 6.9% of 360,000 active; AID 588342, 2011;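 further: potency means the concentration at half of the fitted maximal effect; plate controls were vehicle for no effect and reference inhibitor for full effect; nearly all actives have a fitted effect of over 55% in size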
Target sequence (P08659 whole entry, looked up): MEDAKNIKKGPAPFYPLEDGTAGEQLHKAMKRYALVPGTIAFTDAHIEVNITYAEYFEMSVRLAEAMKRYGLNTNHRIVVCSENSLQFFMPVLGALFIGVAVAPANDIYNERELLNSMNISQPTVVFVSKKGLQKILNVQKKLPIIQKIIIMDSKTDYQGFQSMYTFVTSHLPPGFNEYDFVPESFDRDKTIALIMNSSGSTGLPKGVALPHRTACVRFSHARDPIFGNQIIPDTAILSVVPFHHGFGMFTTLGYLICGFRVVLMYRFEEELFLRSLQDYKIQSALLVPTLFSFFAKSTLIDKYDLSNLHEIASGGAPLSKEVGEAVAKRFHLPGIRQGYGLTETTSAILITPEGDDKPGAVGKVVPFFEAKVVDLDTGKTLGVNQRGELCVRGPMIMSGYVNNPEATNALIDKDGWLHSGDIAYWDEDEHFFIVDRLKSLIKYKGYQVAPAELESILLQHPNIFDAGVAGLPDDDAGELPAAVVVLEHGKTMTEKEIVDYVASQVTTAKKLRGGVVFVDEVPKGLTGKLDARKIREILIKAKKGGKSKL
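Purified P. pyralis luciferase, 10 nM final, with Km-level 10 uM D-luciferin and 10 uM ATP in 50 mM Tris acetate pH 7.5, 10 mM Mg acetate, 0.01% Tween-20, 0.05% BSA; 6-point qHTS titration about 60 µM downward; luminescence read.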
* marks the source's active call; other numbers are inactive results. Unless noted, the call rests on the fitted dose curve; in most records, active means well fitted curve in the direction sought with a large enough effect; inconclusive means small, poorly fitted or top-dose-only effect, or another doubt; inactive means no such curve, though single readings can be large; an effect the other way counts as inactive or inconclusive. A portion of the library, so the mix of outcomes need not match the whole.

`CC(c1ccccc1)N(C)C(=O)CN1CCN(S(=O)(=O)c2ccc3c(c2)OCCCO3)CC1` (centres undefined) gave ELG1 DNA repair inconclusive, KCNH2 3.1 block -8.2, Rab9 prom act -18.4%, Mito fusion act -0.4%, NPC1 prom act -8.1% and FLuc modulator 4.6%.
`COc1ccccc1Nc1nc(-c2cccs2)cs1` gave RORg inh 0.0%, ELG1 DNA repair inconclusive, PKM2 act -4.1%, KCNH2 3.1 block 0.0, Rab9 prom act inconclusive, Mito fusion act 3.7%, Gal4-VP16 FLuc 13.0%, Menin MLL FP TR inconclusive, MBNL1-CUG inh 18.5%, NPC1 prom act 13.0% and FLuc modulator 4.78µM*.
`Cc1ccc(C(=O)C(OC(=O)c2cnccn2)c2ccccc2)cc1` (centres undefined) gave RORg inh 8.5%, ELG1 DNA repair 5.5%, PKM2 act -2.7%, KCNH2 3.1 block -1.5, Rab9 prom act 1.3%, Mito fusion act -1.0%, Gal4-VP16 FLuc 3.3%, Menin MLL FP TR -5.5%, MBNL1-CUG inh -2.8%, NPC1 prom act 0.3% and FLuc modulator inconclusive.
COCCn1c(SCC(=O)c2cccc(OC)c2)nnc1-c1ccco1 was read as RORg inh 7.9%, ELG1 DNA repair 7.1%, PKM2 act 7.7%, KCNH2 3.1 block 3.4, Rab9 prom act 0.0%, Mito fusion act -0.9%, Gal4-VP16 FLuc 2.5%, Menin MLL FP TR 0.8%, MBNL1-CUG inh -7.3%, NPC1 prom act 1.8% and FLuc modulator 0.4%.
O=C1NC(=O)C2(CCCCCCCCCCC2)N1 was read as RORg inh -0.2%, ELG1 DNA repair -11.5%, KCNH2 3.1 block 9.5, Rab9 prom act -2.6%, Mito fusion act 0.4%, Gal4-VP16 FLuc -5.3%, MBNL1-CUG inh 2.0%, NPC1 prom act -1.9% and FLuc modulator 10.8%.
`CCOC(=O)c1ccc(N2C(=O)CC(N3CCC(C(N)=O)(N4CCCCC4)CC3)C2=O)cc1` (centres undefined) gave RORg inh inconclusive, ELG1 DNA repair -0.4%, PKM2 act 11.8%, KCNH2 3.1 block 4.0, Rab9 prom act 1.4%, Mito fusion act 6.9%, Gal4-VP16 FLuc inconclusive, Menin MLL FP TR 16.3%, MBNL1-CUG inh -13.8%, NPC1 prom act -2.1% and FLuc modulator 2.7%.
For O=C(Cc1cccs1)NCCCc1ccccc1 the results were RORg inh inconclusive, ELG1 DNA repair inconclusive, PKM2 act 11.6%, KCNH2 3.1 block 9.6, Rab9 prom act -25.8%, Mito fusion act 5.2%, Gal4-VP16 FLuc inconclusive, Menin MLL FP TR 0.0%, MBNL1-CUG inh -5.7%, NPC1 prom act -26.0% and FLuc modulator 3.2%.
O=C(CCCc1ccccc1)Nc1ccnn1C1CCN(Cc2ccc(CO)o2)CC1 was read as RORg inh 24.9%, ELG1 DNA repair inconclusive, PKM2 act -1.9%, KCNH2 3.1 block -2.3, Rab9 prom act 0.8%, Mito fusion act -0.5%, Gal4-VP16 FLuc 6.5%, Menin MLL FP TR -1.7%, MBNL1-CUG inh -0.7%, NPC1 prom act 0.0% and FLuc modulator -0.6%.
For CCc1ccc(NCCC(=O)c2ccc(Cl)cc2)cc1 the results were RORg inh 6.8%, ELG1 DNA repair 4.0%, PKM2 act -0.9%, KCNH2 3.1 block -8.6, Rab9 prom act 0.7%, Mito fusion act -2.4%, Gal4-VP16 FLuc 1.3%, Menin MLL FP TR 1.7%, MBNL1-CUG inh -0.5%, NPC1 prom act 3.8% and FLuc modulator -0.1%.
For COc1ccc(C)cc1NC(=O)C(Sc1nnc(-c2ccncc2)n1-c1ccc(Cl)cc1)c1ccccc1 (centres undefined) the results were RORg inh 29.9%, ELG1 DNA repair inconclusive, PKM2 act 2.9%, KCNH2 3.1 block 6.0, Rab9 prom act -7.5%, Mito fusion act 14.0%, Gal4-VP16 FLuc -8.6%, Menin MLL FP TR -3.8%, MBNL1-CUG inh -0.6%, NPC1 prom act -2.1% and FLuc modulator 5.1%.
Screening C=CCNC(=O)C1CC(=O)N(c2ccc(OCC(=O)Nc3cccc(OC)c3)cc2)C1 (centres undefined) returned RORg inh 29.2%, ELG1 DNA repair inconclusive, PKM2 act -1.7%, KCNH2 3.1 block -6.7, Rab9 prom act 2.2%, Mito fusion act -2.6%, Gal4-VP16 FLuc -1.6%, Menin MLL FP TR -5.4%, MBNL1-CUG inh 5.9%, NPC1 prom act 15.0% and FLuc modulator 0.9%.
Screening CCOC(=O)c1sc(=S)n(-c2cc(OC)ccc2OC)c1N returned RORg inh -29.5%, ELG1 DNA repair 2.5%, PKM2 act -21.2%, KCNH2 3.1 block 19.8, Rab9 prom act -4.1%, Mito fusion act -9.1%, Gal4-VP16 FLuc 3.1%, Menin MLL FP TR inconclusive, MBNL1-CUG inh 4.9%, NPC1 prom act -2.2% and FLuc modulator -12.3%.
For COc1ccc2sc(N(CCN(C)C)C(=O)/C=C/c3cccs3)nc2c1 the results were RORg inh -31.0%, ELG1 DNA repair inconclusive, PKM2 act -1.0%, KCNH2 3.1 block -5.2, Rab9 prom act -6.4%, Mito fusion act -14.5%, Gal4-VP16 FLuc 0.3%, Menin MLL FP TR 15.9%, MBNL1-CUG inh -12.1%, NPC1 prom act -0.4% and FLuc modulator 0.9%.
`CCc1c(C)sc(NC(=O)C2CCCCC2C(=O)O)c1C(N)=O` (centres undefined) gave RORg inh 22.8%, ELG1 DNA repair 29.6%, PKM2 act -18.8%, KCNH2 3.1 block 4.8, Rab9 prom act -1.9%, Mito fusion act -5.0%, Gal4-VP16 FLuc 0.8%, Menin MLL FP TR 2.5%, MBNL1-CUG inh 7.8%, NPC1 prom act -0.3% and FLuc modulator -8.8%.
`c1ccc2c(c1)OCC(c1nn3cnnc3s1)O2` (centres undefined) gave RORg inh 16.7%, ELG1 DNA repair 22.1%, PKM2 act 9.7%, KCNH2 3.1 block -6.5, Rab9 prom act 3.8%, Mito fusion act -1.4%, Gal4-VP16 FLuc 1.8%, Menin MLL FP TR 5.0%, MBNL1-CUG inh -3.2%, NPC1 prom act -3.5% and FLuc modulator -0.3%.
COc1ccc(OCC(=O)Nc2nc3ccc(NC(C)=O)cc3s2)cc1 was read as RORg inh 0.5%, ELG1 DNA repair inconclusive, PKM2 act -23.3%, KCNH2 3.1 block -28.7, Rab9 prom act 18.6%, Mito fusion act 1.5%, Gal4-VP16 FLuc -18.8%, Menin MLL FP TR 8.0%, MBNL1-CUG inh 6.3%, NPC1 prom act 6.5% and FLuc modulator -14.6%.
COc1ccc(NC(=O)/C(C#N)=C/c2ccc(OCCN3CCOCC3)c(OC)c2)c(OC)c1 was read as RORg inh inconclusive, ELG1 DNA repair 8.7%, PKM2 act -1.4%, KCNH2 3.1 block -15.6, Rab9 prom act 22.4%, Mito fusion act 0.8%, Gal4-VP16 FLuc -14.1%, MBNL1-CUG inh 5.0%, NPC1 prom act 21.5% and FLuc modulator 1.0%.
Screening O=C(Nc1ccc(S(=O)(=O)N2CCOCC2)cc1)c1ccc(Cl)s1 returned RORg inh inconclusive, ELG1 DNA repair inconclusive, PKM2 act 0.6%, KCNH2 3.1 block 13.3, Rab9 prom act -1.6%, Mito fusion act 5.2%, Gal4-VP16 FLuc -13.0%, Menin MLL FP TR inconclusive, MBNL1-CUG inh 7.8%, NPC1 prom act 1.5% and FLuc modulator 2.1%.
Screening O=S(=O)(NCCNS(=O)(=O)c1ccc(F)cc1)c1ccc(F)cc1 returned RORg inh 20.6%, ELG1 DNA repair -4.2%, PKM2 act 5.7%, KCNH2 3.1 block -1.6, Rab9 prom act -5.6%, Mito fusion act -1.5%, Gal4-VP16 FLuc 11.5%, Menin MLL FP TR 8.2%, MBNL1-CUG inh -3.5%, NPC1 prom act 1.2% and FLuc modulator 2.1%.
For COC(=O)CC(NC(=O)C1CC1)c1ccc2c(c1)OCO2 (centres undefined) the results were RORg inh -1.0%, ELG1 DNA repair 12.5%, PKM2 act -2.4%, KCNH2 3.1 block -10.2, Rab9 prom act 0.7%, Mito fusion act 5.7%, Gal4-VP16 FLuc 5.6%, Menin MLL FP TR 6.2%, MBNL1-CUG inh -3.4%, NPC1 prom act 0.4% and FLuc modulator -1.3%.
